From PubChem
N370S GC mod: inhibitors or activators of N370S glucocerebrosidase for Gaucher disease. P04062. N370S GC spleen homogenate, 4MU-glucoside fluorescence. Potency, µM (highest dose often 59.4 µM), inactives show top-dose activity change, negative = inhibition, hits mostly inhibitors. 330,000 tested, 0.092% active;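 also: 0% = full enzyme activity and -100% = no enzyme basal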
GCN5L2 inh: blocks human GCN5L2 histone acetyltransferase. Q92830. GCN5L2 HAT assay, ThioGlo1 CoA-SH fluorescence. Potency, µM (doses to about 58.9 µM), for the others: at the top dose activity change, negative = inhibition, most hits filed as inhibitors. 390,000 tested, 0.21% active. AID 504327
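qHTS, 1536-well. 20nM enzyme, pH 7.5 HEPES/EDTA/Tween-20 buffer; 15 min compound preinc., RT. Start: 75uM H3(1-25), 70uM AcCoA, 50uM ThioGlo1. Read Ex340/Em540 at t=0 (autofluorescence flag) and t=20 min.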
FEN1 inhibitor: blocks human flap endonuclease 1 | AID 588795 | Recombinant FEN1 flap cleavage, fluorescence, 15 min | 390,000 tested, 0.35% active | P39748 | Potency, µM (series often up to 114 µM), without a hit: top-dose activity change, negative = inhibition, hits mostly inhibitors; also: nearly all actives have a fitted effect of over 65% in size
Target sequence (P39748 whole entry, looked up): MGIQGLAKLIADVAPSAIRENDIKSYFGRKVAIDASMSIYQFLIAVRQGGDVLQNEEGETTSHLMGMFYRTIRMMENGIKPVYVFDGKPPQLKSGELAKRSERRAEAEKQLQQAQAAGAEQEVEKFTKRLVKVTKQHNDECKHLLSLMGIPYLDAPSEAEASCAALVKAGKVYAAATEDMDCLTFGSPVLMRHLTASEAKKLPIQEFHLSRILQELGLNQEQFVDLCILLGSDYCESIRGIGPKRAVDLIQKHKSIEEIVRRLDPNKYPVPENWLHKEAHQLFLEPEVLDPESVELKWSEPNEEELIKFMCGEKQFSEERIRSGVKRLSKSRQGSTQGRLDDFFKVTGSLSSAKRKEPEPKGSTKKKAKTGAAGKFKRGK
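Reaction started by adding substrate (50 nM final) to 10 nM enzyme after 15 min room-temperature compound preincubation. Reads at 0 and 15 min, with data normalized and fitted to a four-parameter Hill equation.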
Numbers without * were called inactive; u = inconclusive; x = no result given; & = joins results of further samples; [ ] = dose if it differs, or a comment. Calls follow the shape of the dose curve; as a rule, active = well fitted curve in the direction sought with a large enough effect; inconclusive = small, poorly fitted or top-dose-only effect, or another doubt; inactive = no such curve, though single readings can be large; an effect the other way counts as inactive or inconclusive. Unless noted, % is scaled to controls: 0 for no effect and ±100 for the full control effect; potency is read from the fitted curve at half-maximal effect. The list is partial. The share of hits here may be higher or lower than overall.

Every second line gives: N370S GC mod, GCN5L2 inh, FEN1 inhibitor
COC(=O)c1ccc(NC(=O)C2CCN(C(=O)Nc3ccccc3)CC2)cc1
  x, -1%, -6%
CC(=O)Nc1ccc(Cl)cc1C(=O)O
  1%, 0%, -2%
Cc1cc(N/N=C/c2c[nH]c3ccccc23)c2ccccc2n1
  9%, -5%, -3%
CCc1ccc(C2CC(=O)N(c3cccc(F)c3)C3=C2C(=O)OC3)cc1 (stereo not given)
  -1%, -6%, -18%
O=C(CN1CCN(C(=S)NC2CCCC2)CC1)Nc1ccc(Oc2ccccc2)cc1
  -19%, -8%, -17%
O=C(O)[C@@H]1CSC2(CCSC2)N1 (stereo not given in full)
  7%, -4%, x
COC(=O)c1c(NC(=O)COC(=O)C2CCC2)sc(C)c1C
  u, -22%, -20%
Cc1ccc(OCCn2cc(C=O)c3ccccc32)cc1
  u, -12%, -17%
Fc1ccc(CNCc2ccccc2C(F)(F)F)cc1
  -7%, -2%, -3%
CCCN[C@H]1CCc2nc(N)sc2C1
  x, 1%, -8%
CN1c2ccc(Cl)cc2-c2nc(SCC(=O)NCc3ccc(F)cc3)ncc2S1(=O)=O
  x, -7%, 10%
CC(C)CCOC(=O)C(C)Sc1n[nH]c(=O)[nH]c1=O (stereo not given)
  24%, -6%, -3%
CCC(=O)Nc1ccccc1C(=O)N1CCCC1
  21%, 1%, -1%
CCn1c(=O)n(CC)c2cc(N3CCCC3)c(NC(=O)c3c(F)cccc3F)cc21
  4%, -7%, u
NNC(=O)C1CCCn2c1nc1sc3c(c1c2=O)CCCC3 (stereo not given)
  3%, -2%, -9%
CC(c1ccco1)N(C(=O)c1ccccc1F)c1ccccn1 (stereo not given)
  24%, -16%, -5%
Cc1ccc(SCC(=O)c2c(C)[nH]c3ccccc23)cc1
  11%, 1%, -5%
COc1ccccc1NC(=O)c1c(NC(=O)c2ccco2)sc2c1CCC2
  -6%, 0%, 3%
COc1cc(C)ccc1OCc1cc(C(=O)N2CCN(C)C[C@@H]2c2ccccc2)no1
  -12%, -3%, 12%
COc1cc(Cl)c(C)cc1Nc1ncnc2c1nc1n2CCCC1
  x, -7%, -6%

Reprinted at random: 2 compounds from above.
Every second line gives: N370S GC mod, GCN5L2 inh, FEN1 inhibitor
CC(C)CCOC(=O)C(C)Sc1n[nH]c(=O)[nH]c1=O (stereo not given)
  24%, -6%, -3%
COc1cc(C)ccc1OCc1cc(C(=O)N2CCN(C)C[C@@H]2c2ccccc2)no1
  -12%, -3%, 12%

(cont.)
Every second line gives: N370S GC mod, GCN5L2 inh, FEN1 inhibitor
O=C(COc1ccc([N+](=O)[O-])cc1)NCC(c1cccs1)N1CCOCC1 (stereo not given)
  -1%, 1%, 0%
CCN(CCCNC(=O)CCNC(=O)Cn1cnc2ccccc2c1=O)c1cccc(C)c1
  16%, -6%, 0%
CCN(CC)C(=O)[C@H]1CC(CC(=O)NCC23CC4CC(CC(C4)C2)C3)C(=O)N2CCc3c([nH]c4ccccc34)[C@]12C (stereo not given in full)
  x, -8%, u
CCc1ccc(CNC(=O)c2ccc3c(c2)nc2n3CCOC2)cc1
  x, -1%, 15%
Cc1nn(-c2ccc(F)cc2)c2sc(C(=O)OCC(=O)N3CCC(C)CC3)cc12
  5%, -19%, -14%
COc1ccc(-c2ccc(=O)n(CC(=O)Nc3ccccc3C(F)(F)F)n2)cc1
  x, 0%, -2%
COc1ccccc1Nc1ncc(-c2cccs2)s1
  1%, -2%, 2%
CC(=O)c1cccc(NS(=O)(=O)c2ccc(N/C=C\C(=O)c3ccc(C)cc3)cc2)c1
  -2%, -2%, 8%
O=S(=O)(NC(=S)c1ccccc1)c1ccc(Cl)cc1
  -3%, -2%, -5%
C/C=C/c1ccc(OC)c(OC(C)=O)c1
  -3%, -2%, -4%
NNC(=O)c1cc(-c2ccco2)[nH]n1
  -3%, 0%, 3%
Cc1cc(SCC(=O)OCC(=O)N(CCC#N)c2ccccc2)nc2ccccc12
  0%, -4%, 4%
CC(C)CC(NC(=O)C(NC(=O)OC(C)(C)C)C(C)C)C(=O)NC(CCC(=O)OCc1ccccc1)C(N)=O (stereo not given)
  11%, 3%, -11%
COc1ccccc1NS(=O)(=O)c1ccc2c(c1)OCCO2
  3%, -7%, 9%
Cc1cc(C)c2c(CC(=O)Nc3nnc(CC(C)C)s3)coc2c1
  x, 0%, 24%
Cc1ccc(N(CC(=O)NCCc2ccc(Cl)cc2)S(=O)(=O)c2c(C)noc2C)cc1
  -16%, -14%&0%, 15%&10%
Cc1ccc(NC(=O)N2CCC(c3nc4c(nnn4Cc4c(F)cccc4Cl)c(=O)[nH]3)CC2)cc1
  -12%, -2%, -17%
CC(OC(=O)CNC(=O)C12CC3CC(CC(C3)C1)C2)C(=O)Nc1ccc(N2CCOCC2)cc1 (stereo not given)
  -6%, -4%, 7%
CCOc1ccccc1NC(=O)C(CC)n1c(C(=O)OC)cc2occc21 (stereo not given)
  x, -10%, u
Cc1ccc(C2=CSC3=NS(=O)(=O)CCN23)cc1
  -3%, 1%, 2%
CCc1ccccc1NC(=O)Cn1c(=O)n(-c2ccc(CC(=O)NCC3CCCO3)cc2)c(=O)c2ccccc21 (stereo not given)
  -3%, -4%&-6%, 17%&15%
CC(C)c1ccc(NC(=O)c2ccc(Br)o2)cc1
  14%, -7%, 7%
COc1ccc(N2CCN(CCCNS(=O)(=O)c3ccc4c(c3)oc(=O)n4C)CC2)cc1
  7%, 3%, -2%
CN1C(=O)c2ccc(C(=O)NCc3ccco3)cc2C1=O
  2%, 1%, 2%
COc1ccc(N(Cc2ccccc2)C(=O)c2ccccc2[N+](=O)[O-])cc1
  0%, -14%, -21%
c1cncc(-c2nc3ccccn3c2Nc2ccc3c(c2)OCCO3)c1
  -1%, -3%, -4%
COC(=O)C1=CN(c2ccc(F)cc2)C=C(C(=O)OC)C1c1ccc([N+](=O)[O-])cc1
  0%, -10%, -8%
CCOc1ccc(C(N)=O)cc1OC
  1%, -1%, 7%
Nc1nc(CN2CCN(c3ccccn3)CC2)nc(Nc2ccc(F)cc2)n1
  -7%, 2%, -2%
Cc1c(C)c2cc(Cl)c(OCC(=O)NCCCn3ccnc3)cc2oc1=O
  -2%, -2%, 6%
O=S(=O)(NCc1c(Cl)cccc1Oc1ccccc1)c1ccc(F)cc1
  28%, -21%, 2%
CN(C)c1ccc2c3c(cccc13)C(=O)N(c1ccccc1)C2=O
  6%, 1%, x
COc1cccc(C(=O)NC(C)CCc2ccccc2)c1 (stereo not given)
  0%, -2%, -1%
CC1CCCCN1C(=O)CSc1ccc(-c2ccc(F)cc2)nn1 (stereo not given)
  -2%, -20%, 2%
O=C(CCCN1C(=O)/C(=C\c2ccccc2)SC1=S)Nc1ccc(O)cc1
  -29%, 1%, -10%
Cc1ccc(-n2ncc3c(N4CCC(C(N)=O)CC4)ncnc32)cc1
  x, -2%, 14%
CCC(C)(C)NC(=O)C(c1ccco1)N(C(=O)CNC(=O)c1cccs1)c1cccnc1 (stereo not given)
  -25%, 1%, 0%
CCOc1ccc(-c2nnc3sc(COc4ccc(Cl)cc4)nn23)cc1
  5%, -10%, 1%
N#CCSc1nc2scc(-c3cccs3)c2c(=O)n1CCc1ccccc1
  5%, -1%, -12%
Cc1ccc(CC2SC(=O)NC2=O)cc1Cl (stereo not given)
  8%, -1%, 2%

Compounds listed so far that contain an NH in an aromatic ring (6):
Every second line gives: N370S GC mod, GCN5L2 inh, FEN1 inhibitor
Cc1cc(N/N=C/c2c[nH]c3ccccc23)c2ccccc2n1
  9%, -5%, -3%
CC(C)CCOC(=O)C(C)Sc1n[nH]c(=O)[nH]c1=O (stereo not given)
  24%, -6%, -3%
Cc1ccc(SCC(=O)c2c(C)[nH]c3ccccc23)cc1
  11%, 1%, -5%
CCN(CC)C(=O)[C@H]1CC(CC(=O)NCC23CC4CC(CC(C4)C2)C3)C(=O)N2CCc3c([nH]c4ccccc34)[C@]12C (stereo not given in full)
  x, -8%, u
NNC(=O)c1cc(-c2ccco2)[nH]n1
  -3%, 0%, 3%
Cc1ccc(NC(=O)N2CCC(c3nc4c(nnn4Cc4c(F)cccc4Cl)c(=O)[nH]3)CC2)cc1
  -12%, -2%, -17%

A few values from the list:
CCOc1ccc(-c2nnc3sc(COc4ccc(Cl)cc4)nn23)cc1 in GCN5L2 inh is entered as -10%
Cc1ccc(-n2ncc3c(N4CCC(C(N)=O)CC4)ncnc32)cc1 in FEN1 inhibitor is entered as 14%
CCC(C)(C)NC(=O)C(c1ccco1)N(C(=O)CNC(=O)c1cccs1)c1cccnc1 (stereo not given) in FEN1 inhibitor is entered as 0%
COc1ccc(N2CCN(CCCNS(=O)(=O)c3ccc4c(c3)oc(=O)n4C)CC2)cc1 in GCN5L2 inh is entered as 3%
Nc1nc(CN2CCN(c3ccccn3)CC2)nc(Nc2ccc(F)cc2)n1 in N370S GC mod is entered as -7%
CN1C(=O)c2ccc(C(=O)NCc3ccco3)cc2C1=O in GCN5L2 inh is entered as 1%

Other structures.
Every second line gives: N370S GC mod, GCN5L2 inh, FEN1 inhibitor
COC(=O)CNC(c1ccccc1)c1cc(C)ccc1NC(=O)c1cccc(Cl)c1 (stereo not given)
  21%, -9%, -14%
O=C(NCc1ccco1)C1CC(c2ccc(F)cc2)=NO1 (stereo not given)
  -11%, -2%, -1%
Cc1nc2ccn(Cc3ccccc3)c(=O)c2cc1C(=O)N1CCN(c2ccccc2F)CC1
  x, -2%, 5%
O=C(NCCN1CCCC1)C(c1ccccc1)c1ccccc1
  20%, -15%, 14%
CC(=O)Nc1c2c(nn1-c1cccc(Cl)c1)CS(=O)C2 (stereo not given)
  -13%, -25%, -1%
COc1ccc(S(=O)(=O)N2CCN(C(=S)Nc3ccc(S(N)(=O)=O)cc3)CC2)cc1
  -15%, 1%, 3%
COC(=O)c1oc2ccc(Cl)cc2c1-n1cccc1
  4%, u, -7%
Cc1noc(C)c1S(=O)(=O)N(C)C[C@H]1Oc2ccc(NC(=O)CCC(F)(F)F)cc2C(=O)N([C@H](C)CO)C[C@@H]1C
  x, 0%, 4%
O=C(NCc1nnc(SCc2ccc(F)cc2)n1-c1ccc(F)cc1)C12CC3CC(CC(C3)C1)C2
  6%, -5%, -2%
O=C(O)CCCNC(=O)C(c1ccccc1)c1ccccc1
  -3%&-3%, 5%&1%, 1%&1%
CCOCCCNC(=O)C(NC(=O)c1cnccn1)c1ccc(OC)cc1 (stereo not given)
  3%, 3%, 2%
O=C(/C=C/c1ccccc1)Oc1cccc(C(=S)N2CCOCC2)c1
  3%, -1%, -9%
Cc1coc2c1C(=O)C(=O)c1c-2ccc2c(C)cccc12
  4%, -24%, u
Cc1cc(C(=O)OCC(=O)Nc2ccccc2[N+](=O)[O-])c2ccccc2n1
  -10%, -1%, 1%
CCn1cc(C(=O)NCCCOC(C)C)c(=O)c2cc(S(=O)(=O)N3CCC(C)CC3)ccc21
  -2%, -5%, 17%
COC(=O)CCCC1=CC2=CC(=O)C(C)(OC(=O)c3cccs3)C(=O)C2=CN1CCc1c[nH]c2ccccc12 (stereo not given)
  9%[12.8 µM], 1%, -6%
Cc1cn2c(-c3ccncc3)nnc2s1
  8%, u, 2%
CCOCCCn1c(=N)c(C(=O)NCC2CCCO2)cc2c(=O)n3cc(C)ccc3nc21 (stereo not given)
  x, -8%, 0%
Cc1ccc(CNC(=O)CCn2nc(-c3ccc(Cl)cc3)ccc2=O)cc1
  5%, 0%, 5%
